CHO-K1 Ca PAM – counter-screen for M1 PAMs: effect in parental CHO-K1 cells. ATP EC20, Fluo-8 calcium fluorescence; 0% at ATP EC20, 100% at ATP max. activation, % at 3 µM. 360,000 compounds, 0.02% hits;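 active = activation above the run cutoff, the mean activation of all test compounds plus 3 SD, cut at about 40% in these data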;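 also: peak over basal fluorescence ratio in a 140 s read after ATP addition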
M5 antag – blocks acetylcholine activation of human M5 receptor; P08912; CHO-hM5 cells, Fluo-8 calcium fluorescence, ACh EC80; inhibition, % at 3 µM; 360,000 compounds, 0.59% hits; AID 624040;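 active = inhibition above a per-plate cutoff, the mean of that plate's test compounds plus 3 SD, cut at about 27% in these data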;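 also: 0% = acetylcholine EC80 with DMSO and 100% = DMSO without agonist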
Target sequence (P08912 whole entry, looked up): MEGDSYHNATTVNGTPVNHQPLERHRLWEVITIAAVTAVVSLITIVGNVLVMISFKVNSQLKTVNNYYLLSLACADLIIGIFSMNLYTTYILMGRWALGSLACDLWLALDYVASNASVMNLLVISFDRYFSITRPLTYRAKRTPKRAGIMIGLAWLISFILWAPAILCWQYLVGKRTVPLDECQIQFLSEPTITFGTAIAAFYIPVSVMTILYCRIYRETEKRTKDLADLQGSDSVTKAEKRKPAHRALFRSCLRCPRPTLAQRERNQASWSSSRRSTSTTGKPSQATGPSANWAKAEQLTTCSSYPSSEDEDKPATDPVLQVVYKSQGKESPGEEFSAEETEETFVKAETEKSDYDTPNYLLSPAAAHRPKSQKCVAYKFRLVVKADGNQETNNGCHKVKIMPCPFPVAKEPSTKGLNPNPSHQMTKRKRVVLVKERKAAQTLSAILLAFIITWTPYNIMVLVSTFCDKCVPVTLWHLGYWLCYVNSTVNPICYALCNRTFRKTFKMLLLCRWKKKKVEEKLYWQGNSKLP
M5 ag – CHRM5 agonism in calcium assay; CHO-K1 hM5 cells, Fluo-8 calcium fluorescence; 0% DMSO wells, 100% maximal acetylcholine response; P08912; activation, % at 3 µM; 360,000 compounds, 0.19% hits;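 active = activation above the run's mean over test compounds plus 3 SD, cut at about 23% in these data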;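 also: signal is peak over basal fluorescence ratio across the kinetic read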
M5 PAM – positive allosteric modulators of human muscarinic M5 receptor | P08912 | CHO-K1 hM5, Fluo-8 calcium, ACh EC20 PAM; 0% = ACh EC20, 100% = ACh EC100 | activation, % at 3 µM | 360,000 compounds, 0.3% hits | AID 624038;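 active = activation above the run cutoff, the mean activation of all test compounds plus 3 SD, cut at about 18% in these data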
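Probe or stimulus: acetylcholine, EC20 level; Assay system: human M5 receptor in CHO-K1 cells; Schedule: compound preincubation 140 s before EC20 acetylcholine addition; Technique: intracellular calcium via Fluo-8 fluorescence; Dosing: single-point, 3 µM nominal; Read-out basis: percent activation from peak-over-basal fluorescence ratio, scaled EC20-to-EC100 acetylcholine; Repeats: one well per compound, no replicates.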
M4 PAM – positive allosteric modulators of human muscarinic M4 receptor; CHO-K1 hM4/Gqi5, Fluo-8 calcium fluorescence, ACh EC20; 0% = ACh EC20, 100% = maximal ACh; activation, % at 3 µM; 360,000 compounds, 0.4% hits;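 active = activation above its plate's cutoff, the mean activation of sample wells plus 3 SD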; also: some results filed as inactive read as strong as hits
Target sequence (P08173 whole entry, looked up): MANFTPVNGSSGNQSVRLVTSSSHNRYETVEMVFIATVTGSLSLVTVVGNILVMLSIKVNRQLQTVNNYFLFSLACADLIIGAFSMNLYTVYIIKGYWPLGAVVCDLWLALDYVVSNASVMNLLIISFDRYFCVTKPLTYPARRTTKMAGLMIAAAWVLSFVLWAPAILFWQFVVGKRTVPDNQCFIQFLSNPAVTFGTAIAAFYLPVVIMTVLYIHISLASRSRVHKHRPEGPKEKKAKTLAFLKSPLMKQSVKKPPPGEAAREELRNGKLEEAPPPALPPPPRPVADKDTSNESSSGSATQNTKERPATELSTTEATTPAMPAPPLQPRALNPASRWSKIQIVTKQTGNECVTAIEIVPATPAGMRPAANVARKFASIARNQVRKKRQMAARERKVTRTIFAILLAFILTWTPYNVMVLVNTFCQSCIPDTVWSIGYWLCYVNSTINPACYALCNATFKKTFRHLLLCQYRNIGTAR
CHRM4 antagonist – blocks acetylcholine activation of human M4 receptor; P08173; CHO-hM4 cells, ACh EC80, Fluo-8 calcium fluorescence; inhibition, % at 3 µM; 360,000 compounds, 0.73% hits; AID 624125;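 active = inhibition above its plate's cutoff, the mean inhibition of sample wells plus 3 SD, cut at about 27% in these data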;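 also: 0% = acetylcholine EC80 with DMSO and 100% = DMSO without agonist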
CHRM4 agonist – agonists of human muscarinic M4 receptor (CHRM4). P08173. CHO-K1 hM4/Gqi5, Fluo-8 calcium fluorescence; vehicle 0%, full acetylcholine response 100%. activation, % at 3 µM. 360,000 compounds, 0.14% hits. AID 624127;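 active = activation above the run mean over all test wells plus 3 SD, cut at about 32% in these data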;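 also: peak over basal fluorescence ratio per well then scaled between controls; 0% = DMSO wells and 100% = acetylcholine at EC100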
M1 ag parental – nonselective activator or artifact in parental CHO-K1 cells; Fluo-8 calcium fluorescence; scaled to maximal ATP response, vehicle zero; 360,000 compounds, 0.48% hits; activation, % at 3 µM; in the data active = activation above about 15%;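 also: untransfected CHO-K1 host cells lacking M1 receptor as counterscreen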
CHO-K1 Ca antag – counter-screen for M1 antagonists: effect in parental CHO-K1 cells; inhibition, % at 3 µM; AID 602250; ATP-induced calcium, Fluo-8 fluorescence; 360,000 compounds, 0.6% hits;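 active = inhibition above a per-plate cutoff, the plate's mean sample inhibition plus 3 SD, cut at about 24% in these data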;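 also: 0% = DMSO plus EC80 ATP and 100% = DMSO alone without ATP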
Starred values were filed as active, the others as inactive; / = no result given.

Values run as follows: CHO-K1 Ca PAM, M5 antag, M5 ag, M5 PAM, M4 PAM, CHRM4 antagonist, CHRM4 agonist, M1 ag parental, CHO-K1 Ca antag
O=C(O)c1ccccc1C(=O)Nc1ccc(-n2nccc2C(F)(F)F)cc1
    10, 2, -4, 4, 7, 2, 0, 0.0, 7
COc1ccccc1NC(=O)c1ccc2c(c1)C(=O)N(c1ccccc1OC)C2=O
    -22, 11, 2, 0, -4, 3, 1, 0.2, 15
O=C(/C=C/c1ccc(Cl)cc1Cl)N1CCN(c2ccccc2[N+](=O)[O-])CC1
    22, 7, -5, -6, 4, -6, -2, 1.8, -10
COc1ccc(CCNC(=O)c2ccc(CS(=O)(=O)c3ccc(C)cc3)o2)cc1OC
    -19, 1, -1, -33, -9, -3, 13, 5.8, -9
COc1ccccc1NC(=O)Cn1cnc2c(oc3nc4c(cc32)CCCC4)c1=O
    5, 7, -2, -2, 6, -2, 2, 0.1, 0
O=C(O)c1ccccc1Nc1ccc([N+](=O)[O-])cc1C(=O)O
    17, 1, 2, -1, 3, -3, 1, 0.5, -15
O=C(CN1CCN(Cc2ccccc2F)C1=O)NCc1cccnc1
    -8, 6, 1, -5, -5, 8, 0, 0.3, 5
O=C(CN1CCCC1)Nc1ccc(-c2nc3cc(NC(=O)CN4CCCC4)ccc3o2)cc1
    -4, 3, -8, 7, 6, 9, 0, -0.1, -4
CC1CCCN(C(=O)COC(=O)CNS(=O)(=O)c2ccc3ccccc3c2)C1 (stereo unspecified)
    -18, 9, -3, -8, -5, 6, 1, -0.2, 16
CCCNC(=O)Cn1nc(-c2ccccc2OC)ccc1=O
    8, 3, 1, -4, 6, -4, 0, 0.3, -5
CCOC(=O)[C@]12CCCC=C1N(Cc1ccccc1)C(=O)[C@H](CC(=O)NCC13CC4CC(CC(C4)C1)C3)C2
    /, -8, 2, 0, -5, -27, 1, /, /
Cc1sc2nc(CSCC(=O)N(CCC#N)c3ccccc3F)[nH]c(=O)c2c1C
    -7, 0, 3, -3, -2, 0, 1, 7.8, 4
CCOc1ccc2sc(NS(=O)(=O)c3ccc(N)cc3)nc2c1
    5, 0, 3, 5, 7, 4, 0, 1.2, -5
CCN(CC)S(=O)(=O)c1cc(NS(=O)(=O)c2c(Cl)cccc2Cl)ccc1C
    23, 7, -4, -4, 2, -1, 1, 3.5, -7
Cc1nc(C(=O)N(C)C)nn1-c1ccc(Cl)cc1Cl
    -3, 6, 0, -2, -2, 11, 0, -0.3, 8
COc1cc(NC(=O)c2ccco2)c(C(=O)O)cc1OC
    18, 2, -1, 3, 16, -13, 0, 0.1, -10
O=C1CS/C(=N\N=C\c2ccccc2Cl)N1CC1CC1
    5, 4, 5, -5, 2, -3, 0, 0.1, -4
OC[C@H]1O[C@H](OCc2ccccc2)[C@H](O[C@@H]2OC[C@@H](O)[C@H](O)[C@H]2O)[C@@H](O)[C@@H]1O
    6, 2, 2, 3, 2, -8, 0, 0.4, -1
O=C1CCCc2nc(N3CCCCC3)sc21
    3, 2, -10, 1, 6, -14, 0, 0.5, -7
CNC(=S)N(CCc1c(C)[nH]c2ccc(C)cc12)Cc1cccs1
    10, 6, -2, -4, -8, 5, 6, 1.3, -1

Further records:
Values run as follows: CHO-K1 Ca PAM, M5 antag, M5 ag, M5 PAM, M4 PAM, CHRM4 antagonist, CHRM4 agonist, M1 ag parental, CHO-K1 Ca antag
COCC(C)n1c(SCC(=O)Nc2cc(C)on2)nc2ccccc2c1=O (stereo unspecified)
    -22, 5, 0, 0, -8, 6, 0, -0.3, -4
O=C(Nc1ccccc1C(=O)O)c1ccc(NC(=O)c2ccc(Br)o2)cc1
    13, -2, 4, 2, 21, -7, -1, 0.2, -37
O=C(N/N=C1/CC2C=CCC12)c1ccco1 (stereo unspecified)
    14, -2, -2, -2, -4, 7, 0, 0.2, -4
CCCCC(CCCCl)C(=O)Nc1ccccc1 (stereo unspecified)
    17, 5, -3, 2, -5, 0, 0, 1.9, -3
O=C(O)C1CCN(c2ccc(Cl)nn2)CC1
    12, 1, 1, 2, -3, -2, 0, 0.0, 16
CCN(CCNC(=O)Cn1cc2c(n1)CCCC2)c1ccccc1
    9, 1, 2, -3, -1, 0, 3, 0.5, -2
O=C(CSc1nccc(-c2cccs2)n1)Nc1cccc(Cl)c1Cl
    14, -4, 4, 8, -4, -6, 0, 0.3, -2
Cc1ccc(CCN2CC(C(=O)NCCCN3CCCCC3)CC2=O)cc1 (stereo unspecified)
    11, 4, -6, 4, 9, 7, 1, 0.0, -1
C=CCN(Cc1nc(-c2ccccc2)no1)C(=O)c1ccoc1C
    28, 14, -4, -4, -7, -10, 6, 4.6, -12
COc1ccccc1Cc1c(C2CCCCC2)nc2ccc(C)cn12
    -2, -7, -2, -15, -12, 0, 9, 2.4, -5
CCCS(=O)(=O)N1CCN(c2ccccc2F)CC1
    17, -6, -5, 3, 2, 1, 1, 0.4, -9
CN(C)Cc1c(O)ccc2occ(C(=O)c3ccccc3)c12
    14, -3, -1, 1, 4, -7, 1, 0.3, -6
CC(C)(C)c1ccc(NC(=O)c2cc[n+]([O-])cc2)cc1
    3, 17, -2, 0, 1, 0, 1, 1.1, -7
CC[C@]1(C(=O)OC)[C@H]2C(=O)N(C)C(=O)[C@H]2[C@H]2CN=C(SCc3ccc(C#N)cc3)N21
    -14, 7, -1, 1, 5, -8, 0, 0.5, 15
Cc1cc(C)c(S(=O)(=O)N(C)c2ccccc2)c(C)c1
    10, -8, -9, -5, 1, -10, -2, -0.5, -3
O=C1CN(S(=O)(=O)c2ccc(F)cc2)CCN1
    -8, 14, 2, 0, 3, -4, 1, 0.1, -3
CC1=NN(S(=O)(=O)c2ccc(Cl)cc2Cl)C(=O)c2ccccc2O1
    -7, 6, -10, -3, -7, 4, 2, 1.2, -6
O=C(COc1ccccc1C(=O)NCc1ccccn1)Nc1ccc(Br)cc1
    -3, 16, -4, -13, -13, 3, 14, 2.3, -4
Cc1ccc(Cn2ccc(NC(=O)c3noc4c3CCCCC4)n2)cc1
    8, -9, 9, -5, -4, -9, 3, 5.0, -6
COc1ccc(CCN2CC(C(=O)NCc3ccccc3)CCC2=O)cc1 (stereo unspecified)
    -3, 7, -2, 0, -3, 0, 1, 0.1, 2

(more compounds)
Values run as follows: CHO-K1 Ca PAM, M5 antag, M5 ag, M5 PAM, M4 PAM, CHRM4 antagonist, CHRM4 agonist, M1 ag parental, CHO-K1 Ca antag
O=c1c2ccccc2nc(-c2ccco2)n1/N=C/c1ccco1
    20, 5, -4, -2, 0, 3, 5, 3.1, -16
CC1CCN(C2CC(=O)N(c3ccc(Br)cc3Br)C2=O)CC1 (stereo unspecified)
    10, -3, 3, 2, -4, 12, 1, 0.8, -12
COc1ccc2[nH]c(=O)c(COC(=O)c3ccco3)cc2c1
    14, 1, 0, -1, -2, 3, 2, 0.3, -3
COC(=O)CN(c1ccccc1)S(=O)(=O)c1ccc(F)cc1
    7, -1, -1, 3, 3, 8, 0, 0.0, -2
Cc1cccn2c(CN(C)CC3CCCCO3)c(C(=O)N3CCCCC3)nc12 (stereo unspecified)
    20, 2, 4, 5, -2, -5, 5, 0.3, -13
CCCCn1nnnc1C(c1cc2ccccc2o1)N(Cc1ccccc1)Cc1ccccc1 (stereo unspecified)
    -3, -5, 0, -2, -1, -5, 2, 0.9, -1
CC(C(=O)NCc1ccccc1)N1C(=O)C2CC=C(Cl)CC2C1=O (stereo unspecified)
    19, 0, -1, -3, -3, -3, 0, 0.9, -8
CCC(C)NC(=O)CN(C1CCCCC1)S(C)(=O)=O (stereo unspecified)
    18, 1, -2, 7, 6, -8, 2, 1.0, 3
CCC(=O)NNC(=O)Cc1c(C)n(C(=O)c2ccc(Cl)cc2)c2ccc(OC)cc12
    -4, 24, -5, -10, 2, 3, 1, 0.1, -8
CCN(CC)C(=O)[C@H]1C[C@H](CC(=O)NCCc2ccccn2)C(=O)N2CCc3c([nH]c4cc(CCC(=O)N(C)C)ccc34)[C@]12C
    5, 8, -1, -1, 4, 9, 0, 1.9, 17
COCC1CCCCN1C(=O)c1ccc2oc(CCCc3ccccc3)nc2c1 (stereo unspecified)
    3, -1, 0, 9, -3, -6, 9, 4.6, 4
C[C@H](CO)N1C[C@H](C)[C@@H](CN(C)C(=O)Nc2ccccc2)Oc2ccc(NC(=O)CCC(F)(F)F)cc2C1=O
    12, 7, 1, 14, 8, -8, 2, 0.3, -4
CCCCCCn1c(=O)n2n(c1=O)[C@@H]1CN(S(=O)(=O)c3ccc(C)cc3)C[C@]1(O)[C@@H](OC(=O)NCc1ccccc1F)C2
    -9, -5, 0, -4, -3, -3, 1, -0.2, 15
O=C(Nc1cccc(Cl)c1Cl)c1ccccc1NC(=O)C1CC=CCC1C(=O)O (stereo unspecified)
    20, 6, -5, 3, 4, 0, 0, 1.4, -6
Cc1ccc(S(=O)(=O)N[C@H](CNCc2ccccc2)C(C)C)cc1
    /, 1, 0, 1, -1, 4, 1, /, /
CCOC(=O)c1nc(N)c(=O)n(-c2ccc(C)cc2)n1
    13, 8, 0, -8, 6, -4, 1, 0.1, -22
COc1ccccc1NS(=O)(=O)c1cccs1
    1, -5, 0, -1, 18, -7, 2, 0.6, -7
CC(=O)c1cc2c(cc1NC(=O)CN1Cc3ccccc3C1=O)OCO2
    -4, 9, -1, -3, -1, 7, 1, 0.6, -4
O=[N+]([O-])c1ccc(O)c(/C=N/Nc2ccc(Cl)nn2)c1
    3, -8, 2, 2, 18, -8, 0, -0.2, -17
Cc1noc(C)c1COc1ccccc1C(=O)NCc1ccccc1Cl
    18, 99*, 0, -38, 1, -7, 6, 2.5, -13
C=C(C)[C@@H]1C2=CC(C(=O)OC)=C(C[C@H](C(=C)C)[C@H]3O[C@H]3C3=C[C@H]1OC3=O)O2
    9, 4, 6, 0, 0, -6, 3, 1.6, -1
C=CCNC(=O)NC(=O)COC(=O)[C@H](C)NS(=O)(=O)c1c(C)c(C)cc(C)c1C
    15, 2, -1, 1, 1, 3, 0, 0.9, -8

Screening results deposited in PubChem BioAssay by The Scripps Research Institute Molecular Screening Center.
